From PubChem BioAssay
RGS4 inhibitor – blocks human RGS4-accelerated GTP hydrolysis; P49798; Transcreener GDP fluorescence polarization, RGS4-accelerated GTP hydrolysis; Potency, µM (top dose mostly 114 µM), for inactives: at the top dose activity change, negative = inhibition, hits mostly inhibitors; 390,000 compounds, 0.039% hits; AID 504845; also: potency is read from the fitted curve at half-maximal effect; % is scaled to controls: 0 for no effect and ±100 for the full control effect; nearly all actives have a fitted effect of over 75% in size; some results filed as inactive show a strong effect at the top dose
Target sequence (P49798 whole entry, looked up): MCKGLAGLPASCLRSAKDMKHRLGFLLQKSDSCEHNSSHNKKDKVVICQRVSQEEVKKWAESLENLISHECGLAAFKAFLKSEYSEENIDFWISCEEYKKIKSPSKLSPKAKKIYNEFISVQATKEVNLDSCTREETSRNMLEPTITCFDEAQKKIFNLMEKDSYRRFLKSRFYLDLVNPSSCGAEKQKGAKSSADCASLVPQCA
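MLSMR compounds (23 nl, pin-transferred) preincubated 10 min at room temperature with a 500nM (2x) first reagent, then RGS4 at 900nM (2x) plus Transcreener GDP mix added; fluorescence polarization (620/688 nm) read before and after 90 min at 30 °C.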
USP1-UAF1 inh – blocks the human USP1/UAF1 deubiquitinase complex; recombinant USP1/UAF1, Ub-Rhodamine cleavage fluorescence; Potency, µM (titrated, usually from 57.1 µM), for inactives: at the highest dose activity change, negative = inhibition, hits mostly inhibitors; 390,000 compounds, 0.23% hits; also: potency is read from the fitted curve at half-maximal effect; % is scaled to controls: 0 for no effect and ±100 for the full control effect; nearly all actives have a fitted effect of over 60% in size; inactives centre near -12
Target sequence (O94782 whole entry, looked up): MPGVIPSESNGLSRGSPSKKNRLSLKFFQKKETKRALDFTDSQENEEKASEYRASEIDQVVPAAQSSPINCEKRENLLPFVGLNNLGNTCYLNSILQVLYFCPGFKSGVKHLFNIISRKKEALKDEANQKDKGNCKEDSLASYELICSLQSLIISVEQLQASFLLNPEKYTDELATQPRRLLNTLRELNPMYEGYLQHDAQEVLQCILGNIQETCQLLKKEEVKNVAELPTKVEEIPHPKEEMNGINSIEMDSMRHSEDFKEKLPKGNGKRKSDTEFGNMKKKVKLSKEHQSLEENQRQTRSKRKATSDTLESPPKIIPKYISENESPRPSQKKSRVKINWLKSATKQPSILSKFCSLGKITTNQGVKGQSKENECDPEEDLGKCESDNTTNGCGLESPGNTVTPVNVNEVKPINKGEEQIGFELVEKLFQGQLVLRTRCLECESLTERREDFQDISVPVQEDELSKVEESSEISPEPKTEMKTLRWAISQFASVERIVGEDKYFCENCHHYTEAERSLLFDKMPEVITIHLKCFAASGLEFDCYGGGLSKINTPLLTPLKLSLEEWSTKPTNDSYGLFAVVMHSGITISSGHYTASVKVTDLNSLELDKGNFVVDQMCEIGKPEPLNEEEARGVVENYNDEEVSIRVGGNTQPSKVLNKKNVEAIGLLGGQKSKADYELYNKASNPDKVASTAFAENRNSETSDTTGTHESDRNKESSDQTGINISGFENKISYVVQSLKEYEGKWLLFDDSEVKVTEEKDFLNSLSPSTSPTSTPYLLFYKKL
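Step one: compound is pinned into 1nM USP1/UAF1 in HEPES pH 7.8 buffer with TCEP. Step two: 15 min room-temperature incubation. Step three: Ub-Rho (150nM final) starts cleavage, tracked by fluorescence over six one-minute reads.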
mIDH1 inhibitor – blocks human mutant IDH1 R132H enzyme. 390,000 compounds, 0.093% hits. Potency, µM (titrated, usually from 76.6 µM), without a hit: at the highest dose activity change, negative = inhibition, hits mostly inhibitors. IDH1-R132H enzyme, NADPH consumption, diaphorase/resazurin fluorescence; also: potency is read from the fitted curve at half-maximal effect; % is scaled to controls: 0 for no effect and ±100 for the full control effect; nearly all actives have a fitted effect of over 65% in size
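IDH1-R132H (0.5 ug/mL) preincubated 30 min with compound, then NADPH (0.016 mM) and alpha-KG (2 mM) added; 80 min at RT, pH 7.5. Remaining NADPH coupled via diaphorase/resazurin to fluorescence (540/590 nm); concentration-response curves normalized to no-enzyme control.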
Vif-APOBEC3G blk – blocks the Vif interaction with human APOBEC3G; HeLa A3G-eYFP + Vif (tagged APOBEC3G with the HIV-1 protein that degrades it), YFP fluorescence, overnight; Q9HC16; 410,000 compounds, 0.076% hits; Potency, µM (top dose mostly 46.1 µM), inactives show at the top dose activity, negative = active, usual class: inhibitors; AID 602310;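 also: potency is read from the fitted curve at half-maximal effect; % is scaled to controls: 0 for no effect and ±100 for the full control effect; nearly all actives have a fitted effect of over 60% in size; hits raise eYFP signal because A3G escapes Vif-driven loss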
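Read-out is eYFP fluorescence (Ex 488/Em 500-530) from Vif-expressing HeLa A3G-eYFP cells; more signal means A3G escaped Vif-mediated degradation. Cells plated overnight, compound pinned in, incubated overnight at 37 deg C.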
Glioma ERSR ind – inducers of ER stress response in human glioma cells. U87-MG GRP78 promoter luciferase reporter, 16 h. Potency, µM, inactives show at the highest dose activation, actives largely listed as activators. 420,000 compounds, 0.02% hits. AID 602332; also: potency is read from the fitted curve at half-maximal effect; series mostly up to about 76 µM; % of control where 0% means no effect; nearly all actives have a fitted effect of over 35% in size
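Stably transfected U87-MG human glioma cells carrying a GRP78-based luminescent sensor were seeded at 1000 cells/well, pin-dosed with compounds and incubated 16 h. Luciferase reagent was then added, and end-point luminescence was read after 10 min at room temperature.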
LDHA block – LDHA (human) enzyme inhibition | activity change, % (values are at about 110 or 230 µM) | 480,000 compounds, 0.15% hits | purified LDHA, NADH/diaphorase-resazurin fluorescence; active compounds read low; in the data active = activity change below about -30%; inconclusive = mostly about -25% to -30%;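 also: plate controls were DMSO wells for no effect and wells without enzyme for full effect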
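LDH5 2 nM; NADH 0.06 mM, pyruvate 0.2 mM; 200 mM Tris pH 7.4, EDTA, Tween-20; 5 min RT. Detection: diaphorase 0.133 mg/mL + resazurin 37 µM, fluorescence ex540/em590 at 0 and 20 min; normalized to enzyme-free and DMSO wells.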
rTrxR1 inhibitor – inhibitors of rat thioredoxin reductase 1; O89049; recombinant rTrxR1, NADPH fluorescence consumption, selenite substrate; Potency, µM (top dose mostly 114 µM), for the others: top-dose activity change, negative = inhibition, hits mostly inhibitors; 390,000 compounds, 1% hits; AID 588453; also: potency is read from the fitted curve at half-maximal effect; % is scaled to controls: 0 for no effect and ±100 for the full control effect; nearly all actives have a fitted effect of over 65% in size
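Rat TrxR1 (90 nM in the dispensed reagent) was pre-reduced with 400 uM NADPH for 5 min at room temperature, then incubated with compound for 15 min. After 400 uM selenite was added, NADPH fluorescence (Ex 340/Em 450 nm) was followed for 8 min.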
TrxR1 substrate – rat thioredoxin reductase 1 substrate activity. O89049. purified TrxR1 substrate turnover, NADPH consumption readout. Potency, µM (doses to about 114 µM), for the others: top-dose activity change, negative = substrate turnover. 390,000 compounds, 0.01% hits; also: potency is read from the fitted curve at half-maximal effect; % is scaled to controls: 0 for no effect and ±100 for the full control effect; nearly all actives have a fitted effect of over 50% in size
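Rat TrxR1, dispensed at 90 nM, was prereduced with 400 uM NADPH (final) for 5 min at ~22 deg C, then incubated with compound 15 min before 400 uM selenite. A first-read NADPH fluorescence drop versus no-compound background flagged substrates.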
Vif-A3F inh – Vif-A3F binding inhibition. AID 602313. Potency, µM (highest dose often 46.1 µM), for inactives: at the top dose activity, negative = active. HeLa A3F-eYFP + Vif (tagged APOBEC3F with the HIV-1 protein that degrades it), YFP fluorescence increase. 390,000 compounds, 0.2% hits; also: potency is read from the fitted curve at half-maximal effect; % of control where 0% means no effect; nearly all actives have a fitted effect of over 65% in size
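HeLa cells stably expressing Vif plus C-terminally eYFP-tagged A3F were seeded, incubated overnight at 37 deg C, dosed with compound, incubated overnight again at 37 deg C. Yellow fluorescence (Ex 488/Em 500-530) reported blocked Vif-mediated A3F-eYFP degradation.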
* = called active by the depositor; ? = inconclusive; & = joins results of further samples; [ ] = another dose, or the depositor's remark. Unless noted, calls follow the shape of the dose curve; as a rule, active = well fitted curve in the direction sought with a large enough effect; inconclusive = small, poorly fitted or top-dose-only effect, or another doubt; inactive = no such curve, though single readings can be large; an effect the other way counts as inactive or inconclusive. Not all compounds are listed. The share of hits here may be higher or lower than overall.

SMILES	RGS4 inhibitor	USP1-UAF1 inh	mIDH1 inhibitor	Vif-APOBEC3G blk	Glioma ERSR ind	LDHA block	rTrxR1 inhibitor	TrxR1 substrate	Vif-A3F inh
O=C(C1CCCCC1)N1CCC2CC1c1cc(Cl)ccc12 (stereo not drawn)	-19%	-24%	12%	-4%	-2%	1	4%	-1%	9%
O=C(CN1CCCCC1)Nc1ccc(S(=O)(=O)N2CCOCC2)cc1	6%	-3%	5%	1%	-4%	-7	11%	-5%	-16%
CC(C)N1CCN(S(=O)(=O)c2ccccc2)CC1	-15%	-8%	-12%	0%	-4%	-12	28%	1%	0%
CC1OC2(OC1C)C(=O)Nc1ccccc12 (stereo not drawn)	14%	-14%	-2%	-3%	1%	-6	7%	-3%	-19%
CC(=O)CSc1cc(C)nc2c(-c3ccccc3)c(C)nn12	21%	-13%	-3%	-6%	2%	-6	7%	0%	9%
CC(Oc1ccc(F)cc1)C(=O)Nc1cc(S(=O)(=O)N2CCCCC2)ccc1N1CCN(C)CC1 (stereo not drawn)	-2%	-21%	0%	6%	-4%	-1	1%	-6%	-17%
CC1CCCC(C)N1/N=C/c1ccc(C(=O)O)cc1 (stereo not drawn)	10%	-6%	6%	1%	-1%	-5	12%	0%	-5%
CN(C(=O)CN(CCO)CC(=O)N(C)C(C)(C)Cc1ccccc1)C(C)(C)Cc1ccccc1	-14%	-11%	0%	-2%	-3%&-5%&-3%	-5	31%	5%	-1%
CCc1nc2ccccc2c(=O)n1NCCc1ccccc1	3%	-9%	19%	-5%	-2%	-4	2%[57.1 µM]	4%	1%
Nc1cc(=O)[nH]c(SCC(=O)Nc2ccc(Cl)c(Cl)c2)n1	-40%	-8%	0%	-13%	-3%	-1	16%	-2%	-2%
CCC(CC)C(=O)Nc1cccc(-c2nc3ccccc3s2)c1	-35%	-29%	9%	3%	0%	1	16%	-3%	3%
N#C/C(=C\c1ccc(Cl)cc1)c1nc(-c2cc3c(ccc4ccccc43)oc2=O)cs1	-1%	-1%	15%	-1%	-3%	-5	3%	1%	-18%
O=C(/C=C/c1ccccc1)Nc1cc(S(=O)(=O)N2CCOCC2)ccc1N1CCCC1	24%	-6%	-3%	-1%	-4%	-4	35%	17%	-6%
COc1ccc(-c2noc(CSc3nnc(Cc4ccccc4)n3-c3ccc(F)cc3)n2)cc1	11%	-30%	0%	0%	-5%	3	17%	-3%	8%
CCN(c1ccccc1)S(=O)(=O)c1ccc(C(=O)N2CCN(c3ccccc3)CC2)cc1	-12%	-13%	0%	-1%	-2%	-2	21%[57.1 µM]	-11%	-2%
Cc1sc2ncn(CC(=O)NCC3COc4ccccc4O3)c(=O)c2c1S(=O)(=O)N1CCCCC1 (stereo not drawn)	-1%	-5%	-2%	0%	-3%	-8	20%[57.1 µM]	3%[57.1 µM]	-4%
COc1ccc(CCNC(=O)c2noc(C(C)C)c2[N+](=O)[O-])cc1OC	-8%	-8%	2%	0%	-4%	5	34%[57.1 µM]	8%[57.1 µM]	1%
Cc1c(Cl)cccc1NC(=S)N1CCN(C(=O)C2CCCO2)CC1 (stereo not drawn)	-7%	-9%	3%	-4%	-2%	-6	9%	5%	1%
Cc1[nH]c(=O)c(C#N)c(C)c1CCC(=O)Nc1cc(S(C)(=O)=O)ccc1Cl	-20%	-16%	7%	2%	0%	-1	8%	4%	0%
CCC1=NN2C(=N)/C(=C\c3cccn3-c3ccc(C)c(C)c3)C(=O)N=C2S1	-9%	-25%	6%	-18%	1%	-4	?	-11%	2%
COC(=O)C1=C(C)NC(=O)CC1c1cccc(OC)c1OC (stereo not drawn)	-3%	-3%	0%	-1%	-2%	2	31%	9%[57.1 µM]	2%
O=S1(=O)C=CC(Nc2cccc(Cl)c2)C1 (stereo not drawn)	-5%	10%	-1%	-10%	-4%	2	-8%	6%	3%
COc1ccc(OCC(=O)NC(=S)NNC(=O)COc2ccc(Br)cc2Cl)cc1	?	-2%	-8%	-3%	11%	-7	-6%[57.1 µM]	1%[57.1 µM]	10%
CC(=O)c1ccc(NC(=O)C(C)OC(=O)COc2ccc(C#N)cc2)cc1 (stereo not drawn)	-4%	-6%	1%	-1%	4%	-9	0%	0%	9%

The closing 6 entries of the section above come first, to join the parts.
SMILES	RGS4 inhibitor	USP1-UAF1 inh	mIDH1 inhibitor	Vif-APOBEC3G blk	Glioma ERSR ind	LDHA block	rTrxR1 inhibitor	TrxR1 substrate	Vif-A3F inh
Cc1[nH]c(=O)c(C#N)c(C)c1CCC(=O)Nc1cc(S(C)(=O)=O)ccc1Cl	-20%	-16%	7%	2%	0%	-1	8%	4%	0%
CCC1=NN2C(=N)/C(=C\c3cccn3-c3ccc(C)c(C)c3)C(=O)N=C2S1	-9%	-25%	6%	-18%	1%	-4	?	-11%	2%
COC(=O)C1=C(C)NC(=O)CC1c1cccc(OC)c1OC (stereo not drawn)	-3%	-3%	0%	-1%	-2%	2	31%	9%[57.1 µM]	2%
O=S1(=O)C=CC(Nc2cccc(Cl)c2)C1 (stereo not drawn)	-5%	10%	-1%	-10%	-4%	2	-8%	6%	3%
COc1ccc(OCC(=O)NC(=S)NNC(=O)COc2ccc(Br)cc2Cl)cc1	?	-2%	-8%	-3%	11%	-7	-6%[57.1 µM]	1%[57.1 µM]	10%
CC(=O)c1ccc(NC(=O)C(C)OC(=O)COc2ccc(C#N)cc2)cc1 (stereo not drawn)	-4%	-6%	1%	-1%	4%	-9	0%	0%	9%
N#Cc1c(N2CCOCC2)nsc1-c1ccccc1	-28%	-10%	-1%	-11%	3%	5	16%[57.1 µM]	11%[57.1 µM]	-4%
COc1ccc(CC(=O)Nc2cccc(S(=O)(=O)N3CCOCC3)c2)cc1OC	12%	-16%	14%	6%	-6%	1	14%	3%	8%
CC(=O)c1ccc(OCC(=O)Nc2cccc(S(=O)(=O)N3CCCC3)c2)cc1	-47%	-21%	4%	-3%	-5%	2	0%	-2%	0%
CC(C)(C)NC(=O)COc1ccc(CNCc2cccnc2)cc1	?	-17%	8%	0%	2%	3	-7%[57.1 µM]	-4%[57.1 µM]	2%
COC(=O)CSc1nc2ccc(N)cc2s1	5%	-10%	6%	1%	-7%	10	13%[57.1 µM]	-3%	5%
CC(C)c1ccc(N=C2N=C(N)c3ccccc32)cc1	6%	-21%	19%	7%	-6%	-11	5%	-3%	-24%
COc1cc(C)c(C(=O)Oc2cc(C)c(C(=O)O)c(O)c2C)c(OC)c1C	-7%	0%	-6%	-17%	?	7	-6%	-4%	6%
N#CC1=C(Nc2ccccc2)SC=C(c2ccc(Br)cc2)N=C1N1CCOCC1	-23%[11.4 µM]	-14%	0%	-1%	-8%	0	13%[57.1 µM]	-11%	2%
COC(=O)c1ccc(C(=O)OC)nc1	?	-6%	4%	0%	-2%	0	-2%[57.1 µM]	0%[57.1 µM]	0%
COP(=O)(OC)C(Nc1ccc([N+](=O)[O-])cc1)c1ccccc1 (stereo not drawn)	1%	-12%	17%	-1%	0%	-5	-16%[57.1 µM]	-12%[57.1 µM]	-1%
c1ccc(COc2ccccc2CNC23CC4CC(CC(C4)C2)C3)cc1	1%	-20%	-6%	2%	-6%	-3	14%	6%	-11%
Cc1cc(=O)[nH]c(N/N=C/c2ccccc2C(F)(F)F)n1	10%	-25%	1%	2%	0%	0	13%[57.1 µM]	8%	-14%
CSc1nc(C)cc(OCCNS(=O)(=O)c2ccc(C)cc2)n1	22%	-4%	7%	2%	3%	-4	15%	8%	-7%
O=[N+]([O-])c1cccc(NC2=NCCC2)c1	9%	-4%	-2%	0%	-2%	-4	11%[57.1 µM]	10%[57.1 µM]	?
CCN(CC)c1nc(C)nc2c1sc(=S)n2C	-5%	-21%	0%	0%	-6%	-4	8%[57.1 µM]	-3%[57.1 µM]	-1%
CCOC(=O)[C@H]1O[C@@H]1C(=O)N[C@@H](CC(C)C)C(=O)NCCC(C)C	30%	6%	8%	-6%	4%	-14	0%	4%	-9%
O=C(O)c1nn(CCOc2ccc(Br)cc2)c(=O)c2ccccc12	-16%	?	7%	3%	-2%	-4	16%	-1%	-9%
CC1CCCCC1NC(=O)CN1CCC(O)(c2ccc(F)cc2)CC1 (stereo not drawn)	-1%	-11%	0%	0%	-4%	-12	25%	8%	-9%
